Assay outcomes as filed in PubChem.
TSG101-PTAP inh: blocks PTAP/TSG101 interaction to inhibit HIV-1 budding. Q99816. Fluorescence polarization, FITC-PTAP peptide / Tsg101 binding. Potency, µM (doses to about 115 µM), for the others: at the highest dose activity change, negative = inhibition, actives largely listed as inhibitors. 340,000 tested, under 10 active. AID 493005; active means well fitted inhibition curve with a large enough effect in the main read-out, with a control signal flat, not every such curve was filed as active; inconclusive means small, poorly fitted or top-dose-only effect, or effect the other way, or a change in a side signal; inactive means no such curve, though single readings can be large or run the other way; further: potency means the concentration at half of the fitted maximal effect; % of control where 0% means no effect
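Tsg101 binding domain (10 uM final) was mixed with compound and a FITC-labeled PTAP peptide (50 nM final) in HEPES pH 7.5 buffer with NaCl, Tween 20, EDTA and TCEP; fluorescence polarization was read after 20 min at r.t.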
TSHR antagonist: antagonists of human thyroid stimulating hormone receptor; P16473; TSHR-expressing cells, TSH-stimulated cAMP HTRF, 2 h; active compounds read low; activity change, negative = inhibition, % at 11.5 µM; 330,000 tested, 0.2% active;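 active means activity change below a set negative limit, meaning inhibition stronger than a set level, cut at about -70% in these data; inconclusive means activity change between two set negative limits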; further: on the % scale 0 is the no-effect control and ±100 the full control effect
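Inhibition of cAMP made by TSHR-expressing cells under TSH stimulation (4nM final, EC80; 2 h, 37 deg C) is quantified with a one-step lysis HTRF kit, anti-cAMP cryptate versus cAMP-d2.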
ASM inhibitor: human S-ASM enzyme inhibition; P17405; placental ASM, HMU-PC fluorogenic substrate, 60 min; Potency, µM (doses to about 57.5 µM), without a hit: at the top dose activity change, negative = inhibition, most hits filed as inhibitors; 340,000 tested, 0.006% active; further: potency means the concentration at half of the fitted maximal effect
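qHTS format. ASM enzyme prepared from human placenta hydrolyses the fluorogenic substrate HMU-PC0 (9 uM final) over 60 min at 37 °C after a 10 min compound preincubation.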
Menin-MLL TR inh: inhibitors of human menin-MLL interaction, mutant MLL peptide; O00255; Menin + Texas Red MLL mutant peptide, fluorescence polarization; Potency, µM (top dose mostly 61.6 µM), for the others: at the top dose FP activity change, negative = inhibition, actives largely listed as inhibitors; 270,000 tested, 0.23% active; AID 1768; active means well fitted inhibition curve with a large enough effect in the polarisation, with a control signal flat, not every such curve was filed as active; inconclusive means small, poorly fitted or top-dose-only effect, or effect the other way, or a change in a side signal; inactive means no such curve, though single readings can be large or run the other way; the % refers to the polarisation; further: potency means the concentration at half of the fitted maximal effect; % of control where 0% means no effect; many of its hits are not listed in these tables
AT treatment: potential ataxia-telangiectasia treatment; […] A-T fibroblasts, KAP-1 phosphorylation AlphaLISA; neocarzinostatin DNA damage 30 min before lysis; Potency, µM (top dose mostly 57.5 µM), without a hit: at the top dose activation, usual class: activators; 320,000 tested, 0.19% active; AID 485349; further: potency means the concentration at half of the fitted maximal effect; % of control where 0% means no effect; nearly all actives have a fitted effect of over 45% in size
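ATM-like activity read as KAP-1 phosphorylation via AlphaLISA donor/acceptor antibody pairs after lysis and 6 hr at 25C. Cells were ATM-null patient fibroblasts ([…], hTERT), dosed 60 min, then exposed to the DSB inducer NCS for 30 min.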
TCR act: activates T cell receptor signaling | AID 504894 | primary human leukocytes, anti-CD3, IL-2 HTRF, 48 h | Potency, µM (series often up to 9.22 µM), for the others: at the top dose activation of IL-2 secretion, actives largely listed as activators | 330,000 tested, under 10 active; further: % of control where 0% means no effect
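TCR engagement came from a-CD3 beads alone, with compounds added to primary human leukocytes for 48 hr. Secreted IL-2 bridged europium cryptate- and d2-labelled anti-IL-2 antibodies, giving FRET emission at 665nm after 320nm excitation.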
Mito fusion yeast: inhibitors of mitochondrial division or activators of mitochondrial fusion. S. cerevisiae fusion-defective mutant growth rescue, CellTiterGlo 48 h. Potency, µM (highest dose often 46.1 µM), for the others: top-dose growth rescue (activation), actives largely listed as activators. 320,000 tested, 0.23% active;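 further: potency means the concentration at half of the fitted maximal effect; % of control where 0% means no effect; nearly all actives have a fitted effect of over 45% in size; temperature-sensitive fusion mutants such as fzo1-1 at 37 °C on non-fermentable ethanol glycerol medium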
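Growth-rescue viability read-out: after 48 h at the non-permissive 37C in glycerol/ethanol YPEG, yeast mitochondrial fusion mutants are measured by CellTiterGlo luminescence; compounds (23 nl pinned per well) restoring growth score as division inhibitors or fusion activators.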
MBNL1 CUG block: blocks human MBNL1 binding to CUG repeat RNA | 280,000 tested, 0.036% active | Q9NR56 | AID 2675 | Potency, µM (titrated, usually from 57.5 µM), inactives show top-dose activity change, negative = inhibition, hits mostly inhibitors | TR-FRET MBNL1-His/biotin-(CUG)12 binding, 665/545 ratio; active means well fitted inhibition curve with a large enough effect in the signal ratio, with a control signal flat, not every such curve was filed as active; inconclusive means small, poorly fitted or top-dose-only effect, or effect the other way, or a change in a side signal; inactive means no such curve, though single readings can be large or run the other way; the % refers to the signal ratio; further: potency means the concentration at half of the fitted maximal effect; on the % scale 0 is the no-effect control and ±100 the full control effect
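Inhibition of protein-RNA binding appears as loss of TR-FRET between terbium anti-His antibody on MBNL1-His and streptavidin-XL665 on biotin-(CUG)12. Activity is normalized to buffer-only and uninhibited-complex controls.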
MLL CXXC-DNA inh: MLL CXXC-DNA interaction inhibition | Q03164 | MLL-CXXC / FITC-HOXA9 DNA fluorescence polarization | Potency, µM (doses to about 115 µM), inactives show at the top dose activity change, negative = inhibition, hits mostly inhibitors | 290,000 tested, 0.037% active | AID 2662; active means well fitted inhibition curve with a large enough effect in the polarisation, with a control signal flat, not every such curve was filed as active; inconclusive means small, poorly fitted or top-dose-only effect, or effect the other way, or a change in a side signal; inactive means no such curve, though single readings can be large or run the other way; the % refers to the polarisation; further: potency means the concentration at half of the fitted maximal effect
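Steps: dispense CXXC domain solution (7 uM) → pin compounds or unlabeled HOX-A9 DNA control → 5 min ambient → add FLSN-HOX-A9 solution (50 nM) → spin → 30 min ambient → fluorescence polarization. Tris pH 7.5/NaCl/DTT/BSA buffer.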
Integrin act MD: activators of alpha7 integrin expression for muscular dystrophy | alpha7betagal myoblasts, beta-gal FDG fluorescence, 48 h | Potency, µM (top dose mostly 38.3 µM), without a hit: at the highest dose activation, usual class: activators | 350,000 tested, 0.064% active;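 further: potency means the concentration at half of the fitted maximal effect; 100% = response of the positive control SU9516; nearly all actives have a fitted effect of over 60% in size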
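Alpha7betagal+/- myoblasts (passage 13) were plated 16-24 hr, then exposed to compounds (1:260 dilution of DMSO stock) for 48 hours at 37C. After MPER lysis, β-galactosidase reporter activity was read as FDG fluorescence (ex 480/em 540) after 30 minutes.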
The depositor's hits bear a star; ? = inconclusive; nt = no result given; & = joins results of further samples; [ ] = remark or other dose. Unless noted, the call rests on the fitted dose curve; in most records, active means well fitted curve in the direction sought with a large enough effect; inconclusive means small, poorly fitted or top-dose-only effect, or another doubt; inactive means no such curve, though single readings can be large; an effect the other way counts as inactive or inconclusive.

Under each structure – TSG101-PTAP inh	TSHR antagonist	ASM inhibitor	Menin-MLL TR inh	AT treatment	TCR act	Mito fusion yeast	MBNL1 CUG block	MLL CXXC-DNA inh	Integrin act MD
[1] CC(C)Cn1c(N)c(C(=O)CSc2nc3ccccc3n2C)c(=O)n(C)c1=O
    nt	42	-2%	13%	-2%	nt	0%	-10%	3%	11%
[2] COC(=O)C1C(c2ccc(OC)cc2)NC(=O)NC1(O)C(F)(F)Cl (configuration not stated)
    -7%	-3	-1%	-4%	3%	-4%	-1%	-1%	-10%	7%
[3] CCOc1ccc(N(C)S(=O)(=O)c2cc(-c3cc(C)no3)ccc2OC)cc1
    -5%	-16	-8%	23%	1%	-3%	-26%	2%	4%	-41%
[4] COc1cc2c(cc1OC)C(c1ccccc1)CC2=O (configuration not stated)
    -3%	1	1%	nt	2%	2%	1%	-12%	6%	-9%
[5] CC(=O)N1CCOc2ccc(S(=O)(=O)N3CCC(C(=O)NCc4ccc(C)cc4)CC3)cc21
    -3%	-2	1%	9%	4%	5%	-1%	-8%	-6%	-5%
[6] Cc1cccc(NC2=NCC(=O)N2CCc2ccccc2)c1
    -1%	8	0%	2%	-2%	-2%	1%	-5%	-11%	-5%
[7] S=C(c1ccccc1)N1CCN(c2ccccc2)CC1
    -5%	nt	-1%	nt	nt	2%	nt	nt	nt	28%
[8] Cc1n(CC(O)COCc2ccccc2)c2ccccc2[n+]1C (configuration not stated)
    -12%	4	5%	-13%	-1%	-6%	0%	-6%	-3%	3%
[9] OCCN(CCO)CC(O)COc1ccc(Br)cc1 (configuration not stated)
    1%&-8%	0&-3	1%&-2%	nt	0%&-27%	5%&-6%	-3%&-2%	10%&0%	-1%&-11%	-20%&35%
[10] Cc1cccc(C(C)C)c1NC(=O)COC(=O)c1cccc(S(=O)(=O)N2CCc3ccccc3C2)c1
    2%	10	2%	-10%	9%	-4%[46.1 µM]	-4%	-14%	-6%	1%
[11] Cc1ccc(/C=C/c2nnc(-c3cccc(C)c3)o2)cc1
    -4%	3	-9%	-12%	-5%	3%	-2%	-6%	13%	5%
[12] O=C(O)c1ccc(COc2ccccc2/C=C2\NC(=O)N(Cc3ccc(F)cc3)C2=O)cc1
    -1%	-33	18%	29%	-1%	10%	6%	4%	-13%	6%
[13] CC1(C)CC(NC(=O)c2cc(S(=O)(=O)N3CCOCC3)ccc2Cl)CC(C)(C)N1
    -3%	nt	0%	nt	14%	-3%	nt	nt	nt	4%
[14] O=C(O)CCN1C(=O)c2ccc(NC(=O)c3ccco3)cc2C1=O
    -4%	16	8%	12%	-4%	10%	-3%	?	1%	2%
[15] CCC(C)NC(=O)CO/N=C/c1ccccc1OC(F)F (configuration not stated)
    -2%	9	1%	0%	7%	0%[46.1 µM]	4%	-8%	4%	-5%
[16] COc1ccc(Cl)cc1NC(=O)C(=O)NC1CCCCCC1
    -10%	-4	-1%	?	nt	-2%	3%	-1%	6%	10%
[17] CC(C)(C)c1ccc(OCC(=O)N2CCN(C=O)CC2)cc1
    1%	6	-1%	11%	-1%	2%	-4%	-7%	1%	11%
[18] CCOC(=O)N1CCN(C(=O)C2CCCN(S(=O)(=O)c3ccc(F)cc3)C2)CC1 (configuration not stated)
    -9%	6	0%	-7%	-6%	-1%	-4%	2%	-6%	-16%
[19] Cc1ccc(-c2noc(CCC(=O)Nc3ccccc3N3CCN(C)CC3)n2)cc1
    -2%	-4	0%	-5%	22%	0%	-15%	17%	-4%	-3%
[20] COc1ccc(S(=O)(=O)NCC(=O)N(Cc2ccco2)C(C(=O)NC(C)(C)C)C(C)C)cc1 (configuration not stated)
    0%	-2	2%	nt	4%	-3%	4%	3%	-4%	1%
[21] Cc1cc(C)c(C)c(OCCn2ccnc2)c1
    0%	8	-4%	-13%	20%	nt	-14%	6%	5%	0%
[22] CC(C)c1cc(C(=O)O)n[nH]1
    -1%	7	-1%	1%	1%	6%	0%	-1%	2%	19%
[23] CCc1nccn1S(=O)(=O)c1ccc(Br)cc1Br
    -9%	2	0%	3%	-1%	5%	-8%	-3%	10%	-1%
[24] Cc1nnsc1SCC(=O)O
    -7%	8	1%	14%	7%	-8%	0%	-6%	0%	10%
[25] Cc1cccc(N2C(=O)CCC2=O)c1
    -2%	2	-2%	2%	-2%	-15%[46.1 µM]	-2%	0%	4%	26%
[26] CCOc1ccc(-c2nc(-c3ccccc3C)no2)cc1
    nt	-10	nt	9%	10%	nt	3%	-3%	5%	nt
[27] Cc1ccc(C)c(N(CC(=O)NC2CCCC2)S(=O)(=O)c2ccccc2)c1
    -3%	14	0%	nt	4%	nt	-2%	-7%	8%	15%
[28] COCCNC(=S)N1CCCC(CO)C1 (configuration not stated)
    0%	20	-1%	0%	3%	2%	4%	-2%	0%	6%
[29] N#Cc1ccccc1NC(=O)c1ccc(-c2ccccc2Cl)o1
    1%	-1	0%	31%[activator]	2%	-4%	12%	1%	10%	-10%
[30] NNC(=O)c1ccc(COc2ccccc2)cc1
    -1%	-6	1%	-5%	-9%	-4%[46.1 µM]	-1%	-1%	5%	-23%
[31] Cc1ccc(C(=O)CCC(=O)Nc2ccccc2C)cc1C
    -1%	1	1%	-10%	-6%	1%	-1%	-3%	21%	0%
[32] O=C(Cn1ncc2c3ccccc3n(Cc3ccccc3)c2c1=O)NC1CCCC1
    2%	0	2%	-7%	-1%	2%	-1%	-3%	-8%	26%
[33] O=C(Nc1ccc(F)cc1)N1CCN2C(=O)c3ccccc3C12c1ccccc1 (configuration not stated)
    -1%	2	-2%	-2%	nt	5%	2%	4%	16%	18%
[34] O=C1N(Cc2cccnc2)C[C@@H]2C[C@@H](c3ccc(-c4ccccc4)cc3)N3CCC[C@@]123
    2%	-5	-1%	?	2%	-6%	-2%	-8%	-3%	3%
[35] COc1ccc(S(=O)(=O)N2CCOCC2)cc1NC(=O)CSc1ncnc2ccccc12
    -6%	26	-2%	12%	2%	-1%	13%	-2%	-1%	18%
[36] Cc1ccc(C)c(-n2ccnc2SCC(N)=O)c1
    -1%	-9	1%	7%	-3%	nt	-5%	0%	14%	20%
[37] COC(=O)C[C@H](NC(=O)Cn1cc(C)c(=O)[nH]c1=O)C(=O)OC
    0%	nt	4%	nt	nt	3%	nt	nt	nt	29%
[38] CC(=O)Nc1ccc(S(=O)(=O)NC2=NCN(c3ccc([N+](=O)[O-])cc3)CN2)cc1
    4%	-6	0%	nt	5%	-7%	-4%	11%	17%	0%
[39] COc1cc(C)c(Br)cc1S(=O)(=O)NCCCN1CCOCC1
    1%	14	3%	5%	-6%	4%	-1%	-24%	-5%	-28%
[40] Cc1cc[n+]2c3c(cccc13)CCC2
    -3%	-12	2%	-5%	2%	-5%	-2%	?	-6%	-24%[7.66 µM]
[41] Cc1cc(C)n2nc(SCC(=O)c3cc(C)n(CC4CCCO4)c3C)nc2n1 (configuration not stated)
    2%	18	-1%	-13%	8%	2%	10%	-2%	0%	-50%[inhibitor]
[42] COc1ccc(/C=c2/sc3n(c2=O)C(c2ccccc2OC)C2=C(N=3)c3ccccc3CC2)cc1O (configuration not stated)
    5%	-15	-21%	-26%	-3%	9%	13%	3%	-5%	-60%[inhibitor]
[43] Cc1cc(-c2cccc(Br)c2)c(C#N)c(N)n1
    -3%	0	51%[activator]	-18%	0%	-3%	-2%	nt	4%	8%
[44] Cn1cc(C(=O)NCc2ccccc2F)cn1
    0%	19	6%	-12%	nt	-1%[46.1 µM]	4%	-5%	-6%	15%
[45] O=C(Nc1cccc(Cl)c1N1CCCCC1)c1ccc2c(c1)OCCO2
    -4%	-21	-10%	8%	6%	0%	3%	1%	2%	-31%
[46] CNc1oc(-c2ccccc2)nc1C#N
    -7%	3	-2%	7%	-16%	5%	-4%	8%	1%	-5%
[47] Clc1ccc(OCCSc2nnnn2C2CCCCC2)cc1
    -3%	0	-12%	nt	13%	1%	3%	-12%	0%	-32%
[48] Cc1cccc(S(=O)(=O)Nc2ccc3c(c2)OCCO3)c1
    -2%	0	-2%	10%	2%	-1%	6%	4%	-2%	-33%
[49] O=C(CNS(=O)(=O)c1ccccc1)OCC(=O)c1ccc(F)cc1
    -5%	21	-4%	22%	1%	0%	-19%	16%	0%	0%
[50] CCn1c(N)c(C(=O)NCc2ccco2)sc1=S
    -6%	23	-2%	0%	-3%	4%	-1%	?	-2%	-5%

Only part of the results is shown; rates above refer to the full screens.
